Polio RdRp inh: poliovirus RNA polymerase inhibition; P03300; poliovirus polymerase elongation, fluorescence polarization; active compounds read low; % elongation, % (compound at 16.7 µg/mL); 150,000 compounds, 0.66% hits; in the data active = % elongation below about 90%; also: some results filed as inactive read as strong as hits
Target sequence (P03300 1749-2209 limits assumed): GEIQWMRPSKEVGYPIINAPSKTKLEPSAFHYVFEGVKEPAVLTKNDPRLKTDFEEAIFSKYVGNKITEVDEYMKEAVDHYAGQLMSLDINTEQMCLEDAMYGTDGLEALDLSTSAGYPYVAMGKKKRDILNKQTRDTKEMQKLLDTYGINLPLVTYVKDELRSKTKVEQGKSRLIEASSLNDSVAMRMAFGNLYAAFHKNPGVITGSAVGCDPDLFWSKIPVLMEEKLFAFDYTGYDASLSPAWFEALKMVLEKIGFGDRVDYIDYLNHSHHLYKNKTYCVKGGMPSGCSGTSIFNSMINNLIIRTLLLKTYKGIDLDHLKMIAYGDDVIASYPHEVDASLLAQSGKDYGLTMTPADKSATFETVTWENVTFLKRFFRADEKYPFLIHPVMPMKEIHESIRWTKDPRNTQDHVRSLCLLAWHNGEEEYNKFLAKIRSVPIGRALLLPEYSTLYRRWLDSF
Polio RdRp inh FP z-score: second read-out of Polio RdRp inh, no call of its own (marks repeat the call); z-score; measured here: FP z-score; hits read low
Active calls of the source: *; & = joins results of further samples.

SMILES	Polio RdRp inh	Polio RdRp inh FP z-score
O=C(Nc1cc(Cl)ccc1N1CCCC1)c1cccc(S(=O)(=O)N2CCCC2)c1	103	0.1
CCN(CC)CCNC(=O)c1cn(CC)c2ccc(S(=O)(=O)N3CCc4ccccc4C3)cc2c1=O	107	0.4
Cc1ccc(CN(C(=O)COc2ccc(Cl)cc2Cl)C2CCS(=O)(=O)C2)o1 (stereo unspecified)	114	-0.1
O=C(CNC(=O)c1ccccc1F)OC1CCOC1=O (stereo unspecified)	103	-0.2
Cc1ccc(CNc2nc3ccccc3n3cnnc23)cc1	101	-1
Cc1[nH]c(C)c(S(=O)(=O)N2CCCc3ccccc32)c1C(=O)N1CCCC1	103	0.8
CC1(C)CC(CCN)(Cc2ccccc2)CCO1 (stereo unspecified)	105	0.2
O=C(COC(=O)C1CCCN(C(=O)c2ccc(Cl)cc2)C1)c1ccc2c(c1)OCO2 (stereo unspecified)	109	0
COC(=O)c1ccc(N2CCc3ccccc32)s1	101	-0.3
CCN(c1ccccc1)S(=O)(=O)c1c(C)nc2scc(C)n2c1=O	102	-0.8
CC(C(=O)Nc1nc2ccc(S(=O)(=O)N3CCOCC3)cc2s1)N1C(=O)c2ccccc2C1=O (stereo unspecified)	99	-0.9
CC(=O)NC(C)c1nc2ccccc2n1Cc1ccccc1Cl (stereo unspecified)	107	0.1
O=C(Nc1nnc(C2CC2)s1)Nc1ccccc1C(=O)Nc1nnc(C2CC2)s1	99	-0.2
CCN(CC)c1nc2c(c(=O)n(Cc3ccccc3)c(=O)n2C)n1Cc1ccccc1	102	0.1
COc1ccc(CNC(=O)CSC(C)(C)C)cc1OC	100	-0.4
COC(=O)C1=C(C)OC(N)=C(C#N)C1c1c(C)nn(-c2ccccc2)c1Cl (stereo unspecified)	99	-0.2
CC1=CC(C)C2C(=O)N(c3ccc[n+](C)c3)C(=O)C2C1 (stereo unspecified)	102	0.2
O/N=C/c1ccc(N2CCOCC2)cc1	99	-0.3
NC(=O)c1cnn(-c2ccc(C(F)(F)F)cn2)c1N	102	0.1
Clc1ccc(-c2nnc3n2-c2ccccc2SC3)cc1	102	0.2
Oc1ccc(CN2CCN(c3ccccc3)CC2)c2cccnc12	106	0.7
COc1ccc(NC(=O)c2sc3nc4n(c(=O)c3c2C)CCCCC4)cc1	105	0.8
Nc1ccc(C(=O)O)c(O)c1 (tested in a mixture with another compound)	99	-0.1
Cc1c(C(=O)OCc2ccccc2)[nH]c2c1C(=O)CC(c1ccc(N(C)C)cc1)C2 (stereo unspecified)	102	-1
CCS(=O)(=O)c1ncc(CO)n1CCc1ccccc1	104	0.9
CCNc1nc(NCC)n2c(SCC(=O)NC3=C(C(=O)OCC)C4CCCC4S3)nnc2n1 (stereo unspecified)	106	1.5
O=C(NCc1cccn1Cc1ccccc1)Nc1cccc(C(F)(F)F)c1	110	0.8
CC(=O)Nc1ccc(C2C3=C(CCCC3=O)Nc3c2c(C)nn3-c2nc3ccccc3s2)cc1 (stereo unspecified)	106	0.2
Cc1cccc(C(=O)Nc2ccc3nc(SCCOc4ccccc4)sc3c2)c1	104	-0.6
CC(OC(=O)CN1C(=O)COc2ccccc21)C(=O)NCc1cccs1 (stereo unspecified)	103	0.5
CCCC(=O)Nc1ncnc2c1ncn2C1O[C@H]2COP(=O)(O)O[C@@H]2[C@@H]1OC(=O)CCC (stereo partly specified)	101&101	0.2&0.2
Cc1ccc(NS(=O)(=O)c2ccc3[nH]c4c(c3c2)CCCCC4)cc1	110	0.5
CCOc1ccc(O)c(C=NC2CCCC2)c1	103	0.2
C=CCNC(=S)Nn1c(-c2ccccc2)nc2ccc(I)cc2c1=O	100	-0.1
CCOc1ccc(CNC(=O)CCc2cn(CC)c3ccccc23)cc1	108	0.3
CCc1cccc(NS(=O)(=O)c2ccc3c(c2)CC(=O)N3)c1	101	-1.1
COc1cccc(CNC(=O)c2nc(Cn3nc(C)c(Br)c3C)no2)c1	97	-0.8
O=C(CSc1nnc2[nH]c(=O)ccn12)N1CCc2ccccc21	97	-1.9
CC1CCC(NC(=O)CCn2c(=O)c3cccn3c3cccnc32)CC1 (stereo unspecified)	105	0.5
COC(=O)c1cc(=O)[nH]c(=S)[nH]1	81*	-2.3*

24 compounds from above, ordered by molar mass, low to high.
SMILES	Polio RdRp inh	Polio RdRp inh FP z-score
Nc1ccc(C(=O)O)c(O)c1 (tested in a mixture with another compound)	99	-0.1
COC(=O)c1cc(=O)[nH]c(=S)[nH]1	81*	-2.3*
O/N=C/c1ccc(N2CCOCC2)cc1	99	-0.3
CCOc1ccc(O)c(C=NC2CCCC2)c1	103	0.2
CC1=CC(C)C2C(=O)N(c3ccc[n+](C)c3)C(=O)C2C1 (stereo unspecified)	102	0.2
CCS(=O)(=O)c1ncc(CO)n1CCc1ccccc1	104	0.9
COc1ccc(CNC(=O)CSC(C)(C)C)cc1OC	100	-0.4
Clc1ccc(-c2nnc3n2-c2ccccc2SC3)cc1	102	0.2
CCc1cccc(NS(=O)(=O)c2ccc3c(c2)CC(=O)N3)c1	101	-1.1
Oc1ccc(CN2CCN(c3ccccc3)CC2)c2cccnc12	106	0.7
O=C(CSc1nnc2[nH]c(=O)ccn12)N1CCc2ccccc21	97	-1.9
CCOc1ccc(CNC(=O)CCc2cn(CC)c3ccccc23)cc1	108	0.3
Cc1ccc(NS(=O)(=O)c2ccc3[nH]c4c(c3c2)CCCCC4)cc1	110	0.5
O=C(NCc1cccn1Cc1ccccc1)Nc1cccc(C(F)(F)F)c1	110	0.8
COc1ccc(NC(=O)c2sc3nc4n(c(=O)c3c2C)CCCCC4)cc1	105	0.8
COC(=O)C1=C(C)OC(N)=C(C#N)C1c1c(C)nn(-c2ccccc2)c1Cl (stereo unspecified)	99	-0.2
Cc1c(C(=O)OCc2ccccc2)[nH]c2c1C(=O)CC(c1ccc(N(C)C)cc1)C2 (stereo unspecified)	102	-1
CCN(CC)c1nc2c(c(=O)n(Cc3ccccc3)c(=O)n2C)n1Cc1ccccc1	102	0.1
COc1cccc(CNC(=O)c2nc(Cn3nc(C)c(Br)c3C)no2)c1	97	-0.8
Cc1cccc(C(=O)Nc2ccc3nc(SCCOc4ccccc4)sc3c2)c1	104	-0.6
C=CCNC(=S)Nn1c(-c2ccccc2)nc2ccc(I)cc2c1=O	100	-0.1
CCCC(=O)Nc1ncnc2c1ncn2C1O[C@H]2COP(=O)(O)O[C@@H]2[C@@H]1OC(=O)CCC (stereo partly specified)	101&101	0.2&0.2
CC(=O)Nc1ccc(C2C3=C(CCCC3=O)Nc3c2c(C)nn3-c2nc3ccccc3s2)cc1 (stereo unspecified)	106	0.2
CCNc1nc(NCC)n2c(SCC(=O)NC3=C(C(=O)OCC)C4CCCC4S3)nnc2n1 (stereo unspecified)	106	1.5

More results follow.
SMILES	Polio RdRp inh	Polio RdRp inh FP z-score
CCN1CCC(N(Cc2ccc(F)cc2)C(=O)Nc2ccc(C)c(F)c2)CC1	117	1.1
CC(OC(=O)c1cc(S(=O)(=O)N(C)C)ccc1N1CCCC1)C(=O)N1CCc2ccccc21 (stereo unspecified)	103	0.2
O=c1c2nccnc2nc(SCc2ccc(F)cc2)n1Cc1ccccc1	101	-0.5
CC1(C)CC(NC(=O)CN2CCCC2=O)CC(C)(C)N1	102	0.2
CN=C1SC(C(=O)Nc2ccc(C)cc2Br)C(N)=C1C(=O)NCCN1CCOCC1 (stereo unspecified)	101	0
CCN(CC)c1ccc(NC(=O)CN2CCN(CC(=O)Nc3ccc(Br)cc3)CC2)cc1	100	0.1
COc1ccc(-c2csc(N3N=C(C)C(C(c4ccc(Cl)cc4)C(C#N)C(N)=O)C3=O)n2)cc1 (stereo unspecified)	107	0.6
CN=C(Nc1ccc(F)cc1)c1ccccc1	96	-1.2
CC1=NN(c2ccccc2)C(=O)/C1=C\N1CCC(C)CC1	100	-0.4
Cc1cc(CN2CCOCC2)c(O)c(C2(C)CCCCC2)c1	99	-0.6
Cc1cccc(CCNC(=O)C2CCC(CNS(=O)(=O)c3c(C)cc(C)cc3C)CC2)c1 (stereo unspecified)	101	-0.7
FC(F)(F)c1cccc(N2CCN(c3ncnc4nc[nH]c34)CC2)c1	103	0.3
CC(C)c1ccc2c(ccc[n+]2C)c1	105	0.4
COc1cccc(/C=N/c2c(-c3ccccc3)c(C(F)(F)F)nn2C)c1OC	98	-0.8
O=C(COc1ccccc1C(=O)O)NCc1ccccc1	101	-0.3
Cc1nc(C)c(/C(O)=C/c2nc3cc(Cl)ccc3oc2=O)o1	102	0
COc1ccc(C(c2c(C)n(C)n(-c3ccccc3)c2=O)c2c(C)n(C)n(-c3ccccc3)c2=O)cc1O	105	0
CN1CCN(c2ccc(NC(=O)Nc3ccc(C(F)(F)F)cc3)cc2)CC1	103	0.5
COc1ccccc1-c1cc(C(=O)Nc2sc3c(c2C#N)CCCC3)no1	82*	-3.3*
N=C1c2ccccc2CN1Nc1ncc(C(F)(F)F)cc1Cl	99	-0.6
Nc1cccc(-c2csc(N)n2)c1	100	-0.5
O=C(O)CC1c2ccccc2CCN1S(=O)(=O)c1ccccc1 (stereo unspecified)	99	-0.3
CN1CCN(c2ccc3nnc(CCC(=O)Nc4nccs4)n3n2)CC1	102	-0.1
CCN1C(=O)C(=Cc2ccc(OC(F)F)cc2)C(=O)N(CC)C1=S	101	0
CNC(=O)COc1ccc(S(=O)(=O)N2CCOCC2)cc1C	104	0.7
CCCc1cc(=O)[nH]c(SCC(=O)c2cc(C)n(C)c2C)n1	98	-0.8
COc1ccc(C2C(C)C3(O)CC(C#N)(C(=O)N3)C2(C#N)C#N)cc1 (stereo unspecified)	104	0.1
CCC1=NN(C(=O)C(C)C)C(O)(C(F)(F)F)C1 (stereo unspecified)	100	-0.2
CCOc1cc(CNCC(c2ccc(OC)cc2)N2CCCCC2)ccc1OC(C)C(=O)N(C)C (stereo unspecified)	99	-0.3
CCCNC(=O)c1cc(C)nn1-c1ccccc1	99	-1.1
CC1=C(C(=O)Nc2ccccc2)C(c2ccc(O)cc2)n2nc(-c3ccc(Cl)cc3)nc2N1 (stereo unspecified)	101	-0.9
CCc1cnc2c(c1SCC(=O)Nc1ccc(C(=O)OC)cc1)c(=O)n(C)c(=O)n2C	111	1.1
COc1cccc(N=c2oc3cc(O)ccc3cc2C(=O)NCC2CCCO2)c1 (stereo unspecified)	97	-1.2
O=C(COC(=O)c1cc(O)c(O)c(O)c1)NC1CCCc2ccccc21 (stereo unspecified)	107	0.7
Cc1cc(C(=O)N2CCN(C(c3ccccc3)c3ccccc3)CC2)n[nH]1	102	0.5
O=C(OC1CCOC1=O)c1cccc(S(=O)(=O)N2CCc3ccccc32)c1 (stereo unspecified)	103	0
Cc1ccc(CNC(=O)c2ccc(Cn3c(SCc4ccc(F)cc4)nc4cccnc43)cc2)o1	115	1.4
CC(C)OC(=O)c1oc2c(O)c(O)ccc2c(=O)c1-c1cnn(-c2ccccc2)c1	101	0.4
C=CCN1C(=O)C(CCC(=O)O)NC1=S (stereo unspecified)	100	-0.3
Cc1ccc(C(=O)N2C(=Nc3cccc(C(F)(F)F)c3)SCC2(C)C)o1	102	0.1
COc1cccc(C(C#N)N2CCCCC2)c1O (stereo unspecified)	98	-1.1
CCNc1c(NC(=O)c2ccccc2C)c(=O)oc2ccccc12	98	-0.4
O=C(/C=C/c1cccs1)N(c1ccccc1)c1ccccn1	103	0.7
CNC(=O)COC(=O)c1cccc(S(=O)(=O)N(C)c2ccc(C)cc2)c1	107	0.4
CS(=O)(=NS(=O)(=O)c1ccc(-c2ccccn2)s1)c1ccc(Cl)cc1 (stereo unspecified)	102	-0.7
CC(C)c1ccccc1N=C1SCCN1C1CCS(=O)(=O)C1 (stereo unspecified)	102	-0.1
CC1CCC(C(C)C)C(OC(=O)CSc2nnnn2C)C1 (stereo unspecified)	106	0.3
N#C/C(=C\c1ccc(Cl)cc1Cl)c1nc(-c2cccc(Cl)c2)cs1	107	0.6
Cc1cc(C)n(C(C)CC(=O)Nc2ccc3c(c2)OCO3)n1 (stereo unspecified)	101	0.3
O=C(COC(=O)c1cncc(Br)c1)NCc1ccccc1	100	-0.9

The results go on.
SMILES	Polio RdRp inh	Polio RdRp inh FP z-score
COc1ccc2c(c1)CCc1c(C(=O)Nc3ccc(OC)cc3OC)noc1-2	102	-0.8
O=C(NCc1nc(-c2ccc(Cl)cc2)no1)C12CC3CC(CC(C3)C1)C2	100	-0.1
Cc1cc(C)nc(NC(C)(C)C(=O)O)n1	102	0.2
CCn1c(SC)nnc1C1CCCN(CC(=O)NCc2ccc3c(c2)OCO3)C1 (stereo unspecified)	104	0.8
CCOC(=O)Cc1ccccc1C(=O)OC	105	0.2
O=C(CCn1c(SCc2ccc(F)cc2)nc2c(sc3ccccc32)c1=O)NCC1CCCO1 (stereo unspecified)	105	1.5
COc1ccc(-n2ncc3c2ncn2nc(-c4ccc(OC)c(OC)c4)nc32)cc1	117	0.1
CC(=O)n1cc(/C=N/NC(N)=O)c2ccccc21	99	-0.1
N=CC1=C(O)CC(c2ccccc2)CC1=O (stereo unspecified)	102	0
O=C(CSc1nc2c([nH]c3ccccc32)c(=O)n1-c1cccc(Cl)c1)NCc1ccccc1	103	-1
O=C(CCCCn1c(=O)c2ccccc2n(Cc2ccc(Cl)cc2)c1=O)NCc1ccccc1Cl	106	0
O=C(CC(c1ccccc1)c1ccccc1)NCCO	99	-0.4
COCCn1c(C)cc(/C=N/n2c(Cc3cccc4ccccc34)n[nH]c2=S)c1C	93	-1.4
O=Cc1c2ccc[nH]c-2c2ccccc12	101	0
CSC1=C(C#N)C2(CCCCC2)C(C#N)=C(NC(=O)CSc2nncn2-c2ccccc2)N1	99	-0.5
O=C(O)CSCC(=O)N(c1ccccc1)c1ccccc1	107	0.4
CCOC(=O)c1nn(-c2ccccc2)c(=O)cc1OCC	104	0.2
COc1ccc(C2CC(=O)c3cnc(N)nc3C2)cc1OC (stereo unspecified)	100	-0.1
CC(C)(C)CC(=O)Nc1nnc(-c2ccccc2)s1	102	0.2
CCc1nnsc1C(=O)O	102	0
NS(=O)(=O)c1ccc2c(c1)Cc1ccccc1-2	99	-0.8
O=C(Nc1cccc(F)c1F)C1CCN(c2ncccn2)CC1	108	0.6
COc1ccccc1N1CCN(C(=O)c2ccco2)CC1	103	0.3
O=C(COc1ccccc1F)Nc1nnc(SCc2cc(=O)n3ccccc3n2)s1	108	0.5

A portion of the library; count on the stated rates, not on these rows.
